Rhodamine autofl – qHTS Assay for Spectroscopic Profiling in Rhodamine Spectral Region; hit rate 0.05% among 59,000; AID 594, 2007; Rhodamine-region fluorescence, 547/598 nm, Tris buffer; hits give high values; max dye-equivalent concentration, M; in the data active = max dye-equivalent concentration above about 11 nM; inconclusive = between about 1.1 nM and that limit
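A six-point rhodamine series on each plate calibrates the signal. Compounds sit in 100 mM Tris (pH 8.0) for 15 min at ambient temperature before imaging through 547 nm/598 nm filters.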
Caspase-7 inhib – qHTS Assay for Allosteric/Competitive Inhibitors of Caspase-7. recombinant caspase-7, Ac-DEVD-AFC fluorescence rate. P55210. Potency, µM (top dose mostly 57.5 µM), inactives show top-dose activity change, negative = inhibition, hits mostly inhibitors. hit rate 0.02% among 75,000; active = well fitted inhibition curve with a large enough effect in the main read-out, with a control signal flat, not every such curve was filed as active; inconclusive = small, poorly fitted or top-dose-only effect, or a change in a side signal; also: potency is read from the fitted curve at half-maximal effect; % of control where 0% means no effect
15-hLO inh – qHTS Assay for Inhibitors of 15-hLO (15-human lipoxygenase); purified 15hLO-1, xylenol orange hydroperoxide absorbance; Potency, µM (top dose mostly 57.1 µM), inactives show at the top dose activity change, negative = inhibition, most hits filed as inhibitors; hit rate 1.4% among 74,000; AID 887, 2007; also: potency is read from the fitted curve at half-maximal effect; % is scaled to controls: 0 for no effect and ±100 for the full control effect; nearly all actives have a fitted effect of over 55% in size
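Hydroperoxide formed from arachidonic acid (50 uM) by purified human 15hLO-1 (40 nM) oxidizes ferrous iron, and the ferric-xylenol orange complex is read at 573 versus 405 nm. Compounds were preincubated 15 min; reaction ran 6 min at room temperature.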
Pol III holo inh – qHTS Assay for Inhibitors of DNA Polymerase III Holoenzyme System. reconstituted DNA polymerase III holoenzyme replication, biochemical. Potency, µM (series often up to 57.1 µM), without a hit: top-dose activity change, negative = inhibition. hit rate 0.25% among 71,000. AID 603, 2007; also: potency is read from the fitted curve at half-maximal effect; % is scaled to controls: 0 for no effect and ±100 for the full control effect
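Reconstituted *E. coli* holoenzyme (0.35 nM Pol III, 1 nM beta, 154 nM SSB, 2 nM primase) was preincubated with compound for 15 min at RT. Synthesis on 1.4 nM ssM13Gori ran 35 min, then was stopped with PicoGreen/EDTA and read as dsDNA fluorescence.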
HADH2 inh – qHTS Assay for Inhibitors of HADH2 (Hydroxyacyl-Coenzyme A Dehydrogenase, Type II). 3-hydroxyacyl-CoA dehydrogenase type-2 (Homo sapiens), Q99714. recombinant HADH2, NADH fluorescence, beta-hydroxybutyryl-CoA. Potency, µM (series often up to 57.1 µM), for the others: at the top dose activity change, negative = inhibition, most hits filed as inhibitors. hit rate 3.4% among 73,000; also: potency is read from the fitted curve at half-maximal effect; % is scaled to controls: 0 for no effect and ±100 for the full control effect; nearly all actives have a fitted effect of over 60% in size; many of its hits are not listed in these tables
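NADH fluorescence (ex 360/em 450 nm) read every 30 s for 4 min; activity taken as last-minus-first time point difference. Enzyme 20 nM, NAD+ 1 mM, beta-hydroxybutyryl-CoA 90 uM, pH 9.0 Tris buffer.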
USP2a inhib – qHTS Assay for Inhibitors of Ubiquitin-specific Protease USP2a; hit rate 0.1% among 60,000; AID 927, 2007; Potency, µM (series often up to 38.3 µM), for the others: at the highest dose activity change, negative = inhibition, actives largely listed as inhibitors; USP2a enzymatic assay, qHTS inhibition;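 also: potency is read from the fitted curve at half-maximal effect; nearly all actives have a fitted effect of over 60% in size; plate controls were DMSO for no effect and NEM full inhibition control for full effect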
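20 nM USP2 core + cpd, 30 min RT; add 20 nM Ub-PLA2/20 uM NBD C6-HPC; read Ex460/Em535 at 0 h and 2.5 h. Normalized to NEM; qHTS curve fit/classification.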
Tau filament bind – qHTS Assay for Tau Filament Binding; Microtubule-associated protein tau (Homo sapiens), P10636; recombinant tau filaments, thioflavin S fluorescence, 15 h; filaments grown with octadecylsulfate alongside compound; Potency, µM (highest dose often 57.1 µM), without a hit: at the highest dose activity change, negative = inhibition; hit rate 2% among 71,000;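 also: potency is read from the fitted curve at half-maximal effect; % is scaled to controls: 0 for no effect and ±100 for the full control effect; actives lower thioflavin S fluorescence by blocking filaments or displacing dye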
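Tau 2 uM in ThS buffer dispensed; compound added; 60 uM ODS added (finals 1 uM tau, 30 uM ODS); 15 h 37 C; fluor ex450/em510.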
HEK293 cAMP cs – qHTS Assay for Agonists of the Thyroid Stimulating Hormone Receptor: Activators of Intracellular cAMP Concentrations in Parental HEK 293; parental HEK293 CNG cAMP sensor, membrane potential fluorescence; Potency, µM (titrated, usually from 57.1 µM), inactives show at the highest dose activation, hits mostly activators; hit rate 2.5% among 73,000; AID 938, 2007; also: potency is read from the fitted curve at half-maximal effect; % of control where 0% means no effect; nearly all actives have a fitted effect of over 55% in size
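Parental HEK 293 cells stably expressing a cAMP-gated CNG channel were loaded with membrane potential dye containing 100 uM RO 20-1724 for 60 min. Compound added for 30 min; depolarization read as fluorescence intensity at 590 nm.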
BRCT inh green – qHTS Assay for Inhibitors of BRCT-Phosphoprotein Interaction (Green Fluorophore). BRCA1 BRCT-phosphopeptide binding, green fluorescence polarization. Potency, µM (titrated, usually from 76.9 µM), inactives show at the top dose activity change, negative = inhibition, usual class: inhibitors. hit rate 0.05% among 75,000. AID 875, 2007;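 also: potency is read from the fitted curve at half-maximal effect; plate controls were peptide without protein for full effect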
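Fluorescence polarization: His-tagged BRCT (~35 kDa BRCA1 C-terminus, 250 nM) bound to 100 nM fluorescein-labeled phosphorylated 10-aa BACH1 peptide, pH 7.3 phosphate buffer with DTT and Tween 20. Compounds incubated 12 min at room temperature; inhibition read as lowered polarization.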
BRCT inh red – qHTS Assay for Inhibitors of BRCT-Phosphoprotein Interaction (Red Fluorophore); Breast cancer type 1 susceptibility protein (Homo sapiens), P38398; BRCT-phosphopeptide binding, red fluorescence polarization; Potency, µM (doses to about 76.9 µM), for inactives: at the top dose activity change, negative = inhibition, hits mostly inhibitors; hit rate 0.03% among 75,000; also: % is scaled to controls: 0 for no effect and ±100 for the full control effect
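Fluorescence polarization: 100 nM His-tagged BRCA1 BRCT with 100 nM TAMRA-labelled phospho-BACH1 decapeptide, phosphate buffer pH 7.3 with 150 mM NaCl, DTT, 0.01% Tween 20; 12 min RT. Binding inhibition seen as FP decrease.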
Casp1 inh – qHTS Assay for Allosteric/Competitive Inhibitors of Caspase-1; P29466; Caspase-1 enzyme, Ac-WEHD-AFC fluorogenic rate; Potency, µM (titrated, usually from 57.5 µM), inactives show top-dose activity change, negative = inhibition, hits mostly inhibitors; hit rate 0.03% among 75,000;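 also: potency is read from the fitted curve at half-maximal effect; plate controls were vehicle for no effect and no substrate for full effect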
* = called active by the depositor; i = inactive; u = inconclusive; x = no result given; [ ] = remark or other dose. Unless noted, calls follow the shape of the dose curve; as a rule, active = well fitted curve in the direction sought with a large enough effect; inconclusive = small, poorly fitted or top-dose-only effect, or another doubt; inactive = no such curve, though single readings can be large; an effect the other way counts as inactive or inconclusive. Some of the compounds tested, so the mix of outcomes need not match the whole.

SMILES,Rhodamine autofl,Caspase-7 inhib,15-hLO inh,Pol III holo inh,HADH2 inh,USP2a inhib,Tau filament bind,HEK293 cAMP cs,BRCT inh green,BRCT inh red,Casp1 inh
Cn1c(=O)c2ncn(CC(=O)NCCC3=CCCCC3)c2n(C)c1=O,i,0%,-1%,6%,-6%,-2%,1%,2%,-1.9%,-0.3%,-1%
CC(C)N(CCCNC(=O)CC1Oc2ccccc2NC1=O)Cc1ccccc1 (stereo not drawn),x,-1%,5%,0%,-11%,x,-13%,9%,-0.2%,-1.2%,-1%
CC(=O)Nc1cccc(NC(=O)c2cc(C)on2)c1,i,-1%,-5%,-4%,1%,-3%,-2%,6%,0.0%,0.7%,0%
COC(=O)c1ccccc1NC(=O)C1CCN(S(=O)(=O)c2cc(OC)ccc2OC)CC1,i,-3%,1%,-5%,1%,20%,7%,21%,0.2%,0.2%,-3%
O=S(=O)(NCc1ccc(F)cc1)c1ccc2c(c1)OCCO2,i,0%,2%,-2%,6%,-3%,-2%,-9%,-0.6%,0.1%,3%
CC1(C)N(O)CC(c2cccs2)=[N+]1[O-],x,0%,11%[11.4 µM],-4%[11.4 µM],-5%[11.4 µM],5%[7.66 µM],9%[11.4 µM],-1%[11.4 µM],0.4%,0.5%,1%
CCOc1ccc(N=C2SC(C(=O)O)CC(=O)N2C)cc1 (stereo not drawn),i,7%,-1%,-9%,-16%,-10%,4%,-3%,-0.4%,-1.9%,1%
CCCCOc1ccccc1C1CC(=O)NC2=C1C(=O)CCC2 (stereo not drawn),i,2%,1%,0%,-1%,-5%,12%,16%,-0.2%,2.1%,-1%
O=c1[nH]cnc2ccccc12,x,1%,u,x,-9%,x,x,9%,0.6%,-1.6%,3%
O=C(NC1CCN(Cc2ccccc2)CC1)C1CCCN(S(=O)(=O)c2cccc3nonc23)C1 (stereo not drawn),i,-2%,-20%,7%,-5%,29%,16µM*,-4%,3.1%,0.1%,-3%
Cc1ccc(-c2nnc(SCC(=O)N3CCCC3)o2)cc1C,i,-1%,-10%,-1%,-10%,1%,2%,10%,-1.3%,-0.5%,5%
O=[N+]([O-])c1cc(Cc2cc([N+](=O)[O-])c3cccnc3c2O)c(O)c2ncccc12,i,-18%[11.5 µM],0%[11.4 µM],-27%[11.4 µM],u,x,-28%[11.4 µM],-2%[11.4 µM],-4.5%[15.4 µM],-6.4%[15.4 µM],u
O=C(CCCCn1c(=O)c2ccccc2n(Cc2ccc(F)cc2)c1=O)NCc1ccco1,i,-2%,-9%,-5%,2%,-2%,394%,25%,-0.9%,0.0%,-2%
CCOC(=O)c1nn(-c2sc(C(=O)OC)c(C)c2C(=O)OC)cc1O,i,-1%,-5%,0%,-3%,0%,3%,-17%,-0.4%,-0.5%,0%
CCC(C)C(NC(=O)c1ccc(Cl)cc1)C(=O)O (stereo not drawn),i,0%,-1%,1%,0%,-10%,-9%,-3%,0.8%,-0.3%,-1%
COC(=O)c1c(NS(=O)(=O)c2cccs2)sc2c1CCCC2,i,0%,-5%,-6%,u,3%,284%,7%,-0.4%,-1.1%,-3%
CCOc1cccc(-c2nnc3sc(COc4ccc(OC)cc4)nn23)c1,i,0%,-14%,-3%,u,-9%,166%,32µM*,-0.5%,-0.8%,-3%
CO[C@H]1COC(=O)[C@H](C)NC(=O)C/C=C\[C@@H](C)[C@H](OC)COC(=O)C/C=C\[C@@H]1C,x,1%[11.5 µM],5%[11.4 µM],x,-7%[11.4 µM],x,x,1%[11.4 µM],0.3%[15.4 µM],1.2%[15.4 µM],-3%[11.5 µM]
COc1cccc2sc(Nc3nc(C)c(C(C)=O)s3)nc12,i,-4%,7%,-4%,-4%,27%,-1%,-4%,0.1%,-0.4%,-3%
CC1(C)CC(=O)C2=C(C1)NC(Nc1nc3ccccc3o1)=NC21CCCCC1,i,-1%,8%,-11%,u,4%,12%,5%,-3.9%,0.8%,3%
Cc1ccnc(NC(=O)Nc2ccc3c(c2)N(C)C(=O)CS3)c1,i,-1%,-15%,3%,9%,30%,47%,15%,9.2%,1.9%,-1%
Cc1nn(-c2ccc(Cl)cc2)c(N)c1C(O)(CSc1nccn1C)C(F)(F)F (stereo not drawn),i,-1%,u,-11%,-8%,27%,-22%,-6%,-0.6%,1.4%,-1%
O=C(Nc1ncc2c(n1)CC(c1ccco1)CC2=O)c1ccccc1 (stereo not drawn),i,0%,2%,-9%,-5%,11%,-15%,10%,-2.2%,-0.9%,-2%
N=C(CC(=O)Nc1ccccn1)c1ccccc1,i,-1%[11.5 µM],5%[11.4 µM],-5%[11.4 µM],7%[11.4 µM],x,-2%[11.4 µM],12%[11.4 µM],-0.9%[15.4 µM],-0.3%[15.4 µM],3%[11.5 µM]
CNC/C(Cl)=N/S(=O)(=O)c1ccc(C)cc1,i,0%[11.5 µM],6%[11.4 µM],-13%[11.4 µM],-7%[11.4 µM],x,19%[11.4 µM],-7%[11.4 µM],-1.9%[15.4 µM],-0.7%[15.4 µM],1%[11.5 µM]
O=C(Nc1ccccc1C(=O)N1CCCCCC1)c1cccc(S(=O)(=O)N2CCOCC2)c1,i,-1%,5%,-5%,4%,7%,-4%,6%,-1.8%,0.5%,1%
O=S(=O)(CCn1cccc1)CCn1cccc1,i,1%,-6%,5%,-11%,1%,-6%,-5%,0.5%,1.8%,-1%
Cc1ccc2c(CC(=O)NCc3ccc4c(c3)OCO4)coc2c1,i,-1%,1%,-2%,13%,11%,1%,u,0.4%,0.4%,-1%
COc1ccccc1NC(=O)c1cccs1,x,-1%,-2%,x,-7%,x,x,3%,-0.2%,0.6%,-5%
Cn1c(=O)c2c(nc(SCC(=O)NC3CCCCC3)n2C)n(C)c1=O,x,0%,0%,3%,15%,x,-9%,3%,-1.7%,1.0%,2%

3 structures out of the list, sorted by molecular weight, ascending:
SMILES,Rhodamine autofl,Caspase-7 inhib,15-hLO inh,Pol III holo inh,HADH2 inh,USP2a inhib,Tau filament bind,HEK293 cAMP cs,BRCT inh green,BRCT inh red,Casp1 inh
N=C(CC(=O)Nc1ccccn1)c1ccccc1,i,-1%[11.5 µM],5%[11.4 µM],-5%[11.4 µM],7%[11.4 µM],x,-2%[11.4 µM],12%[11.4 µM],-0.9%[15.4 µM],-0.3%[15.4 µM],3%[11.5 µM]
O=S(=O)(NCc1ccc(F)cc1)c1ccc2c(c1)OCCO2,i,0%,2%,-2%,6%,-3%,-2%,-9%,-0.6%,0.1%,3%
O=C(Nc1ncc2c(n1)CC(c1ccco1)CC2=O)c1ccccc1 (stereo not drawn),i,0%,2%,-9%,-5%,11%,-15%,10%,-2.2%,-0.9%,-2%

Next entries follow:
SMILES,Rhodamine autofl,Caspase-7 inhib,15-hLO inh,Pol III holo inh,HADH2 inh,USP2a inhib,Tau filament bind,HEK293 cAMP cs,BRCT inh green,BRCT inh red,Casp1 inh
CCOCCCNC(=O)c1ccccc1SCC,i,-11%,-18%,-2%,-20%,-1%,-7%,5%,-0.2%,-0.7%,0%
COc1ccc(N2C(=O)CCC(C(=O)N3CCOCC3)C2c2ccc(F)cc2)cc1 (stereo not drawn),i,-1%,13%,-2%,15%,4%,15%,-3%,-1.0%,-2.3%,2%
COc1ccc(C)cc1NC(=O)CSc1nnc(COc2ccc(Cl)cc2)n1Cc1ccco1,i,-2%,-21%,4%,-5%,-3%,217%,u,-5.1%,-1.3%,-2%
Cc1[nH]c(=O)[nH]c(=O)c1CSc1nnc([C@H](CC(C)C)NC(=O)OC(C)(C)C)o1,i,-1%,3%,2%,3%,14%,-5%,5%,-0.5%,-1.6%,-2%
Cc1cc(-n2nc(C)cc2C)n2ncc(-c3ccccc3)c2n1,i,-4%,-1%,1%,11%,11%,-17%,0%,-0.8%,0.8%,-4%
C[C@H](CC(=O)O)C(C(=O)O)C(=O)O,i,3%[11.5 µM],9%[11.4 µM],-1%[11.4 µM],6%[11.4 µM],x,-2%[11.4 µM],3%[11.4 µM],-3.4%[15.4 µM],-0.3%[15.4 µM],-6%[11.5 µM]
COCCn1c(=O)c(-c2ccc(Cl)cc2)nc2cnc(Oc3ccc(OC)cc3)nc21,i,-17%,12%,-9%,10%,58%[activator],-1%,-4%,1.9%,0.4%,u

Source: PubChem BioAssay
